Bioassay records (PubChem)
Insulin prom inh: TRM-6 insulin promoter activity inhibition; TRM-6 cells (human fetal islet line), insulin promoter-eGFP reporter, imaging; reporter expression induced with tamoxifen; inhibition, % at 2 µM; 0.9% of 130,000 active;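 active means inhibition above the mean plus 3 SD, with well images judged a real hit on visual review, cut at about 60% in these data, passing the limit was not always enough; inconclusive means inhibition over the cutoff but images rejected on review; inactive means inhibition not above the cutoff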
SDO1 yeast rescue: compounds rescuing growth of sdo1-depleted yeast, bone marrow failure model. S. cerevisiae sdo1-depleted JHY4D growth rescue, OD600 30 h; stronger effect = higher value; pdr5 snq2 efflux-pump mutant strain. z-score at 10 µM. 0.21% of 140,000 active. AID 817;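 active means z-score above 3 at both the 24 hr and the 30 hr optical density reads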;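 further: z-score against mean and SD of all compound wells on the same plate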
SDO1 yeast rescue Rescue 24 h: further read-out of SDO1 yeast rescue, marked with its call; z-score; S. cerevisiae sdo1-depleted JHY4D growth rescue, OD600; measured here: growth rescue at 24 h;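 0 is the plate mean of compound wells and units are plate SD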
Active calls of the source: *; ? = inconclusive; nt = not tested or not shown; & = joins results of further samples; [ ] = dose if it differs, or a comment.

Insulin prom inh,SDO1 yeast rescue,SDO1 yeast rescue Rescue 24 h,compound
8,0.23,-0.42,O=C(N/N=C\c1ccc(OCC(=O)N2CCCC2)cc1)C(=O)Nc1ccccc1F
-143,-0.99,-0.42,COC(=O)C1=CC(C(=O)c2cccs2)=NN(c2ccc(OC)cc2)C1C(=O)OC (stereo not given)
-13,-1.4,-0.1,C=C(C)CN=C1NN=C(c2cc(C)n(-c3ccc(C)cc3)c2C)CS1
16,0.25,-0.03,O=C(NCC1CCCO1)c1ccc(NC(=O)C2C3C=CC(C3)C2C(=O)O)cc1 (stereo not given)
nt,-1.3,-0.61,CN(CC(=O)Nc1cc([N+](=O)[O-])ccc1Cl)Cc1ccc(Br)cc1
-12,0.52,0.51,C/C(=N\NC(=O)c1nc(C)cc(C)n1)c1ccccc1
43,1.4,0.03,Cn1c(NN)nc2sc3c(c2c1=O)CCC3
nt,-0.49,-0.52,CC(C1CC1)N(C(=O)NC1CCS(=O)(=O)C1)c1ccccc1 (stereo not given)
nt,0.89,0.46,COc1nc(N)nc(CC(=O)C2CC2)n1
?,-1.7,-1.2,CCCOc1ccc(C(=O)C(CN2CCCC2)c2ccccc2)cc1 (stereo not given)
-100,-0.84,-1,CC(=O)c1c(N2CCN(c3ccc(F)cc3)CC2)nc(=S)n(-c2ccccc2)c1C
-11,0.61,-0.5,CCCN(CCC)C(=O)CSc1ncccc1C(=O)O
nt,0.29,0.17,O=C(CN1C(=O)CCSc2ccccc21)Nc1ccc2c(c1)OCCO2
-19,1.3,0.82,CCOc1ccc(N/C(SC)=C(/C#N)C(N)=O)cc1
-29,1.3,1.4,Cn1cccc1C(=O)NC(=O)COC(=O)CC12CC3CC(CC(Br)(C3)C1)C2
-23,0.12,-0.61,CC(=O)Nc1nc2ccccc2n1CCN(C)C
-5,-1.3,-0.83,C[C@]1(C(=O)NCCCNc2ncc(C(F)(F)F)cc2Cl)C=C[C@@H](Cc2ccccc2)N1C(=O)c1ccccc1
-3,-0.01,-0.67,CCOC(=O)N1CCN(C(=O)c2ccc(OC)c(OC)c2)CC1
nt,0.52,0.56,COc1cccc(-n2c(Cc3cc(=O)[nH]c(=O)[nH]3)nnc2SC(C)C)c1
-19,0.34,-0.47,CC(NC(=O)C1CCC1)c1ccc(Cl)cc1 (stereo not given)
0,-1.5,-1.1,CC(C)c1ccc(CC(C)C2C3=C(CCCC3=O)OC3=C2C(=O)CCC3)cc1 (stereo not given)
-29,-0.83,-0.49,O=C(O)CSc1nc(-c2ccc(Cl)cc2)nc2c1oc1ccccc12
nt,1.2,1.5,COc1ccc(-c2c(N)nnc3c2[nH]c2ccccc23)cc1OC
-29,-0.34,0,COC(=O)c1ccc(COc2ccc3c(C)c(C)c(=O)oc3c2C)o1
nt,-0.33,-1.1,O=C(CCc1ccc(S(=O)(=O)N2CCOCC2)cc1)Oc1ccccc1

Quoted from the listing (3 entries):
Insulin prom inh,SDO1 yeast rescue,SDO1 yeast rescue Rescue 24 h,compound
-23,0.12,-0.61,CC(=O)Nc1nc2ccccc2n1CCN(C)C
-5,-1.3,-0.83,C[C@]1(C(=O)NCCCNc2ncc(C(F)(F)F)cc2Cl)C=C[C@@H](Cc2ccccc2)N1C(=O)c1ccccc1
-3,-0.01,-0.67,CCOC(=O)N1CCN(C(=O)c2ccc(OC)c(OC)c2)CC1

Single records, from the list above:
Record of COC(=O)C1=CC(C(=O)c2cccs2)=NN(c2ccc(OC)cc2)C1C(=O)OC (stereo not given) : Insulin prom inh = -143; SDO1 yeast rescue = -0.99; SDO1 yeast rescue Rescue 24 h = -0.42
Record of CCCOc1ccc(C(=O)C(CN2CCCC2)c2ccccc2)cc1 (stereo not given) : Insulin prom inh = ?; SDO1 yeast rescue = -1.7; SDO1 yeast rescue Rescue 24 h = -1.2

Remaining list, next part
Insulin prom inh,SDO1 yeast rescue,SDO1 yeast rescue Rescue 24 h,compound
-3,-0.75,-1.2,CC(=O)Nc1ccc(C(=O)OCc2ccc(Cl)cc2)cc1
-8,0.81,0.58,CCOc1ncccc1C(=O)OCC(=O)Nc1cc(S(=O)(=O)N2CCOCC2)ccc1C
-27,2.1,3.1,CCOc1ccc(N(C(C)=O)c2nc(C)cc(C)c2C#N)cc1
nt,0,0.17,COc1ccc(-n2nc(C(=O)N3CCN(c4ccc(F)cc4)CC3)c3ccccc3c2=O)c(OC)c1
-231,0.87,0.25,COC(=O)c1ccc(NC(=O)c2ccccc2NS(C)(=O)=O)cc1
-25,-0.35,-0.6,C=CCn1cc(-c2ccccc2)cc(C#N)c1=O
-202,1.4,0.69,Cc1cc(C)c(NC(=O)CCCN2CCOCC2)c(C)c1
-128,-0.86,-1.8,COc1ccc(NC2CC(=O)N(CCc3ccccc3)C2=O)cc1 (stereo not given)
nt,0.43,-0.05,CC1(C)C/C(=N\O)c2cc3c(nc2C1)CCCC3
-81,-0.3,-0.5,CNc1nc(SC)nc(N2CCOCC2)n1
28,0.54,0.78,CCS(=O)(=O)NCCCCc1ccccc1
nt,-1.6,-1.6,COc1cc(SC)ccc1C(=O)NCCOc1ccc(Cl)cc1
-13,0.98,0.62,c1ccc(-n2nnnc2NCCCN2CCOCC2)cc1
13,0.61,0.1,CC(C)(C)C(=O)Nc1ccc(C(=O)NNC(=O)Cc2ccccc2)cc1
29,-0.77,-1.2,O=C(Nc1ncnc2sc3c(c12)CCCCC3)c1ccco1
13,-1.4,-0.74,Cc1cc(C(=O)Nn2c(C3CCCCC3)nc3ccccc3c2=O)ccc1[N+](=O)[O-]
17,-0.76,-1.2,COc1ccc(NC(=O)c2cc(S(=O)(=O)N(C)C)ccc2N2CCCC2)cc1Cl
-32,1.8,1.1,O=C(O)COc1cccc2ccccc12
nt,-0.97[8.6 µM],-0.87,c1ccc(-c2nnc(CSc3nnc(-c4cccs4)o3)o2)cc1
-433,-1.1,-0.95,Cc1cccnc1NC(=O)COc1ccc2oc3c(c2c1)CCCC3
25,-0.6,1.6,O=C(Nc1nc2ccccc2n1Cc1ccccc1)c1ccc(COc2ccccc2[N+](=O)[O-])o1
nt,-2.6,-1.8,CCn1c(C(=O)N2CCC(C(=O)NCCCSC3CCCCC3)CC2)cc2sccc21
62,0.39,-0.11,CCOC(=O)CSc1nnc(CNc2cccc(Cl)c2)n1C
57,-0.2,0.77,Cc1cc(C)c(C2C(C#N)=C(N)Oc3n[nH]c(C)c32)cc1CN1CCCC1 (stereo not given)
67,0.18,0.11,Cc1nn(-c2ccccc2)c(C)c1C1C(C#N)=C(N)Oc2n[nH]c(C)c21 (stereo not given)

Additional records:
Insulin prom inh,SDO1 yeast rescue,SDO1 yeast rescue Rescue 24 h,compound
-10,0.5,0.04,O=C(Cn1cc2c(n1)CCCC2)NC1CCCCCC1
8,0.35,-0.19,COc1cc(NC(=O)CN(C)S(=O)(=O)c2ccc(C)cc2)cc(OC)c1
-26,-0.06,-0.31,CCCCOc1ccc(C2=NNC(=O)CC2)cc1
-40,-1.1,-1.4,O=C(Oc1oc(-c2ccco2)nc1C=Nc1ccccc1)c1ccco1
-8,0.24,-0.16,COc1ccc(C2C(C(=O)OCC3CCCO3)=C(C)NC3=C2C(=O)CC(c2ccco2)C3)cc1O (stereo not given)
nt,0.08,-0.45,Cc1ccc(NC(=S)N2CCN(c3ncccn3)CC2)cc1C
-57,-0.87,-0.53,CC(=O)C1=C(C)NC(SCC(=O)c2ccccc2)=C(C#N)C1c1ccco1 (stereo not given)
-12,-1.1,-1.6,CN1CCN(Cc2cc(Cl)c3cccnc3c2OC(=O)c2cccs2)CC1
-12,0.93,0.58,O=C(NCC1CCCO1)C1CCCN(c2ncccn2)C1 (stereo not given)
0,nt,nt,CC1(C)CC(=O)C(C(=S)Nc2ccccc2)=C(NC2CC(C)(C)NC(C)(C)C2)C1
52,0.15,-0.32,COc1cc([N+](=O)[O-])ccc1NC(=O)CC1SC(=Nc2ccc(F)cc2)N(CCC2=CCCCC2)C1=O (stereo not given)
-112,-1.6,-0.51,CC(C)(C)c1ccc(/C=N/Nc2ccc(C(=O)O)cc2)cc1
-14,nt,nt,COCC(C)NCc1cccc2ccccc12 (stereo not given)
-50,-1.4,-0.7,Cc1ccc2c(c1)nnn2C1CCN(S(=O)(=O)c2ccc(C(=O)N(C)C3CCCCC3)cc2)CC1
nt,0.71,0.81,CN1/C(=C\C=N\NC(=O)c2ccccc2Br)C(C)(C)c2ccccc21
-20,-0.95,-0.4,Cc1nc2ccccc2nc1SCC(=O)N1CCC(C)CC1
-106,0.85,0.11,COC(=O)c1c(F)c(F)c(N2CCOCC2)c(F)c1F
-35,-0.6,-0.66,Cc1cnc(NC(=O)CSc2c(Cl)cccc2Cl)s1
-18,1,0.39,COc1cc(OC)cc(C(=O)Nc2ccccc2NC(C)=O)c1
1,0.87,0.69,CCCCNC(=S)N(C)/N=C/c1ccccc1C(=O)O
-18,0.24,-0.55,COC(=O)c1ccc(COc2ccc(C3C4=C(CCCC4=O)Nc4onc(C)c43)cc2)cc1 (stereo not given)
9,-0.06,-0.23,Cc1ccc2nc(Cc3ccc(N)cc3)oc2c1
21,nt,nt,CC(=O)Nc1ccc(NC(=O)CSc2nnc3ccc(-c4ccc(F)cc4)nn23)cc1
nt,-2.5,-1.5,CCOc1ccc(-c2cc(NC(=O)Cn3ncc4c3-c3ccccc3OC4)on2)cc1OCC
56,nt,nt,O=C(Nc1nnc(Cc2ccc([N+](=O)[O-])cc2)s1)Nc1ccccc1F

Individual results from the results shown.
SDO1 yeast rescue Rescue 24 h, CCn1c(C(=O)N2CCC(C(=O)NCCCSC3CCCCC3)CC2)cc2sccc21 reads -1.8
SDO1 yeast rescue Rescue 24 h, O=C(O)COc1cccc2ccccc12 reads 1.1
SDO1 yeast rescue Rescue 24 h, O=C(NCC1CCCO1)C1CCCN(c2ncccn2)C1 (stereo not given) reads 0.58
SDO1 yeast rescue, COc1ccc(NC(=O)c2cc(S(=O)(=O)N(C)C)ccc2N2CCCC2)cc1Cl reads -0.76

Next section
Insulin prom inh,SDO1 yeast rescue,SDO1 yeast rescue Rescue 24 h,compound
19,0.41,0.75,COC(=O)c1[nH]c2ccccc2c1NC(=O)CN1CCCCCC1
-31,0.46,-0.86,CN(C)c1ccc(/C=C2/NC(=O)NC2=O)cc1
25,-0.22,-0.85,CN(C)c1nc2ccccc2c(N)c1-c1ccccc1
60,nt,nt,COC(=O)Cc1c(O)ccn(Cc2ccc(OC)c(OC)c2)c1=O
47,nt,nt,CN(C)c1ccc(C(=O)c2ccccc2C(=O)O)cc1[N+](=O)[O-]
nt,-0.54,-0.84,Cc1cc(SCC(=O)N2CCCC2)nc2ccccc12
43,-0.09,-0.5,Cc1ccc(S(=O)(=O)CC(=O)c2ccc(C)c([N+](=O)[O-])c2)cc1
-14,1.2,-0.37,COc1cc(C(=O)N2CCC(NC(=O)C(Cc3ccc(C(C)C)cc3)NC(C)=O)CC2)cc(OC)c1OC (stereo not given)
-20,nt,nt,N#CC(c1ccc(Cl)cc1)c1cccc(Cl)n1 (stereo not given)
-85,nt,nt,CCOCCCNC(=S)N1CCCN(c2nc3cc(C)ccc3cc2C#N)CC1
-27,-0.77,-0.45,COc1ccc(C2=NOC(C(=O)NCc3ccc(F)cc3)C2)cc1 (stereo not given)
5,0.07&0.58,-0.4&0,Cc1ccc(Cn2c(S(=O)(=O)O)nc3ccccc32)cc1
nt,1.5,1,CCOC(=O)C1CCN(S(=O)(=O)c2c(C)n(C)c(=O)n(C)c2=O)CC1
0,0.57,0.17,CN(C)CCN(Cc1ccc(Cl)cc1)c1ccccn1
-33,nt,nt,CSc1cccc(NC(C)C(=O)NCc2ccccc2)c1 (stereo not given)
nt,-1.4,-0.86,CCOc1ccc2c(c1)c1nnc(SCC3CCCO3)nc1n2C (stereo not given)
nt,-1.6,-1.6,COc1c(Cl)cc(-c2noc(C)c2C(=O)NCCc2ccc(C)cc2)cc1Cl
nt,0.77,0.16,O=C(Nc1ncccn1)c1cccs1
-25,0.63,0.39,CC1(C)CC(CC(=O)Nc2ccccn2)C(=O)O1 (stereo not given)
43,-1.1,-0.92,Cc1cc(NC(=O)CSc2nc3ccccc3c(=O)n2Cc2ccccc2)no1
0,-0.31,-0.34,O=c1c2ccccc2ncn1CCCOc1ccccc1[N+](=O)[O-]
-64,0.33,0.01,Cc1ccc(-c2noc(-c3ccccc3C(=O)N3CCN(C)CC3)n2)cc1
72*,-0.14,-0.6,O=C1c2ccccc2C(=O)N1CC(O)CNc1ccc(Br)cc1 (stereo not given)
-36,0.17,-0.43,NC(=O)CC[C@@H]1NC(=O)[C@H](CO)NC(=O)c2cc([N+](=O)[O-])cc(I)c2NCCCC[C@@H](C(N)=O)NC(=O)[C@H](Cc2ccc(O)cc2)NC1=O
-67,-1.4,-0.93,Cc1ccc(S(=O)(=O)N2CCOCC2)cc1C(=O)N1c2ccccc2Sc2ccccc21

Remaining list, next part
Insulin prom inh,SDO1 yeast rescue,SDO1 yeast rescue Rescue 24 h,compound
14,nt,nt,CC(/C=C/c1ccccc1F)=N\NC(=O)c1ccccc1
nt,3.6*,3.5*,CCN(CC)CCCNC(=O)c1sc2nc(-c3ccc(F)cc3)cn2c1C
8,-2.1,-0.76,CC(C)CC(c1nnnn1C1CCCC1)N1CCN(c2ccccc2F)CC1 (stereo not given)
nt,0.18,0.76,COc1ccc(-c2ccnc(SCC(=O)c3ccc(Cl)cc3)n2)cc1
nt,-0.56,-1.1,O=C(N/N=C/c1ccc(OC2CSC2)cc1)c1ccccc1
-29,0.99,0.01,CCOC(=O)C(NC(=O)CC)(Nc1sc2c(c1C(=O)OC)CCN(C)C2)C(F)(F)F (stereo not given)
0,1.8,0.78,COc1ccc(/C=N/NC(=O)c2ccccc2O)cc1Cn1cc(Cl)cn1
19,-0.46,-0.19,COCCN(CC(=O)NC1CCCCC1)C(=O)CSc1nc2ccccc2o1
17,nt,nt,Fc1ccc(Nc2nc(-c3cccnc3)cs2)cc1
